EPAC2 antagonist: EPAC2 (human) antagonism; Q8WZA2; EPAC2 GEF exchange of Rap1B-BODIPY-GDP, fluorescence; Potency, µM (titrated, usually from 114 µM), for inactives: at the highest dose activity, negative = inhibition, usual class: inhibitors; 360,000 tested, 0.18% active; AID 720708; further: potency means the concentration at half of the fitted maximal effect; on the % scale 0 is the no-effect control and ±100 the full control effect; nearly all actives have a fitted effect of over 45% in size; many of its hits are not listed in these tables
Mm-Cpn inhibitor: blocks the Methanococcus maripaludis chaperonin Mm-Cpn. purified Mm-Cpn ATPase, ADP Transcreener TR-FRET. Potency, µM (doses to about 76.9 µM), for the others: top-dose activity, negative = inhibition, usual class: inhibitors. 330,000 tested, 0.031% active; further: potency means the concentration at half of the fitted maximal effect; on the % scale 0 is the no-effect control and ±100 the full control effect; nearly all actives have a fitted effect of over 80% in size
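ATPase turnover read by TR-FRET ADP competition (Eu cryptate antibody/ADP-d2, 665/590 nm): 10uM ATP final, 25nM Mm-CPN final, 30 min 37degC after 10-min compound preincubation, pH 7.4 Tris/KCl/MgCl2/DTT buffer.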
PLK1 PBD inh: blocks phosphopeptide binding to human PLK1 polo-box domain; Plk1 PBD binding of FITC phosphopeptide, fluorescence polarization; P53350; Potency, µM, inactives show max response, negative = inhibition, usual class: inhibitors; 360,000 tested, 2.8% active; further: potency means the concentration at half of the fitted maximal effect; series mostly up to about 57 µM; on the % scale 0 is the no-effect control and ±100 the full control effect; nearly all actives have a fitted effect of over 65% in size
PI5P4K alpha inh: PI5P4K alpha (human) kinase inhibition | max response, % | PI5P4Kalpha enzyme, ADP-Glo luminescence, 60 min; stronger effect = lower value | P48426 | 330,000 tested, 1.2% active; active means max response of -50% or lower; inconclusive means between -30% and -50%; inactive means -30% or higher; further: value at the top dose of about 77 µM; on the % scale 0 is the no-effect control and ±100 the full control effect
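Controls without substrate or without enzyme flank wells where PI5P4Kalpha converts substrate using 5 microM ATP (final). Incubation lasts 60 minutes at room temperature; ADP formed is read by ADP-Glo luminescence.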
EPAC1 ag: EPAC1 (human) agonism. O95398. EPAC1 agonist qHTS, biochemical assay; response scale: 100% = response to 6.5 mM cAMP. Potency, µM (top dose mostly 154 µM), for inactives: at the highest dose activation, hits mostly activators. 360,000 tested, 0.073% active; further: potency means the concentration at half of the fitted maximal effect; nearly all actives have a fitted effect of over 60% in size
Target sequence (O95398 whole entry, looked up): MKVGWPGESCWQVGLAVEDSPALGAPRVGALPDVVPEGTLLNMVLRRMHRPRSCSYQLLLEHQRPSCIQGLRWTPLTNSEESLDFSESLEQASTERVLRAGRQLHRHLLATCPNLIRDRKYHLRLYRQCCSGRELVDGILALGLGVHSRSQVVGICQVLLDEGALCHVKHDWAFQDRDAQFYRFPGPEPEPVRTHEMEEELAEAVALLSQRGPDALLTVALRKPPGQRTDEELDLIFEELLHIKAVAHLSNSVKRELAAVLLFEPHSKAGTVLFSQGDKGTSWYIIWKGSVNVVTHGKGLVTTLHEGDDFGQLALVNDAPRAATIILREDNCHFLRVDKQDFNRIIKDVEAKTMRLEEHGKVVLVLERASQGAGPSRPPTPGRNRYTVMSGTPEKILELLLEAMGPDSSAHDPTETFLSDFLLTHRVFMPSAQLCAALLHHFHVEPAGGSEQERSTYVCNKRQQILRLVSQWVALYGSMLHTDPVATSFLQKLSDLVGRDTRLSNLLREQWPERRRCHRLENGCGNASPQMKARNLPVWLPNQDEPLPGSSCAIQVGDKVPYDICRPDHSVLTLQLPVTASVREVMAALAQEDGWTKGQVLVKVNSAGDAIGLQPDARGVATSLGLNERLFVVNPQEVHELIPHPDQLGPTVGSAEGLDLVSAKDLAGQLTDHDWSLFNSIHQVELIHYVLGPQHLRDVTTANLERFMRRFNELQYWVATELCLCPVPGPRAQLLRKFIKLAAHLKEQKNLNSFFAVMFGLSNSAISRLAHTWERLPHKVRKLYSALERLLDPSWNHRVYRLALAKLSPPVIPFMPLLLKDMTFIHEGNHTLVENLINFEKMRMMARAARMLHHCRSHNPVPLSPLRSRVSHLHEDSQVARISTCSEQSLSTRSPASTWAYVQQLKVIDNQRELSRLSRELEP
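Multi-concentration qHTS readout: loss of Rap1B-bound BODIPY-GDP fluorescence driven by 100 nM EPAC1 with excess GDP (50 uM), monitored kinetically at room temperature; agonist response expressed relative to 6.5 mM cAMP.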
CCT modulator: modulators of cytosolic chaperonin (CCT/TRiC) activity; 360,000 tested, 0.3% active; activity change, % (test concentration not listed), hits read low; purified chaperonin ATPase assay, HTRF ADP detection, 30 min; AID 651819; in the data active means activity change below about -30%; further: on the % scale 0 is the no-effect control and ±100 the full control effect
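TRiC at 40 or 20 nM final (batch-dependent) in 30 mM Tris pH 7.4, 100 mM KCl, 5 mM MgCl2, 1 mM DTT, with compound at single 76 uM and 10 uM ATP, 30 min at 37 deg C. ADP detected by HTRF Transcreener, 665/615 ratio.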
WRN helicase inh: WRN helicase (human) inhibition; Q14191; WRN helicase unwinding, fluorescent forked duplex, kinetic; Potency, µM (doses to about 114 µM), for the others: at the highest dose activity change, negative = inhibition, hits mostly inhibitors; 360,000 tested, 0.46% active; AID 651768; further: potency means the concentration at half of the fitted maximal effect; on the % scale 0 is the no-effect control and ±100 the full control effect; nearly all actives have a fitted effect of over 55% in size
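Kinetic red-fluorescence monitoring (525/598 nm) tracks WRN helicase activity after 100 nM fluorophore-quencher forked duplex and 2 mM ATP are added to 20 nM enzyme pretreated 15 min at room temperature with compound.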
EPAC1 antagonist: blocks human EPAC1 exchange factor. 360,000 tested, 0.14% active. AID 720709. O95398. EPAC1 GEF assay, Rap1b-BODIPY-GDP exchange fluorescence. Potency, µM (titrated, usually from 115 µM), inactives show at the top dose activity change, negative = inhibition, actives largely listed as inhibitors;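 further: potency means the concentration at half of the fitted maximal effect; plate controls were vehicle for no effect and positive control for full effect; nearly all actives have a fitted effect of over 50% in size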
Numbers without * were called inactive; ? = inconclusive; / = not tested or not shown; [ ] = another dose, or the depositor's remark. Unless noted, the call rests on the fitted dose curve; in most records, active means well fitted curve in the direction sought with a large enough effect; inconclusive means small, poorly fitted or top-dose-only effect, or another doubt; inactive means no such curve, though single readings can be large; an effect the other way counts as inactive or inconclusive.

EPAC2 antagonist	Mm-Cpn inhibitor	PLK1 PBD inh	PI5P4K alpha inh	EPAC1 ag	CCT modulator	WRN helicase inh	EPAC1 antagonist	mol
-1%	-2%	1%	-2	-4%	2.6	-9%[57.1 µM]	6%	OCCC1CN(Cc2cc3c(cc2Cl)OCO3)CCN1C1CCCCC1 (configuration not stated)
12%	2%	3%	-7	5%	-1.5	-2%	-6%	CCN1CCN(c2ccccc2NC(=O)C(C)Oc2ccc(C(C)=O)cc2)CC1 (configuration not stated)
2%	1%	5%	-10	-3%	-0.8	5%	?	O=c1ccc(-c2nc3ccccc3n2Cc2ccccc2Cl)c[nH]1
-1%	-1%	-1%	2	11%	-1.7	-11%	4%	Cn1c(=O)[nH]c(=O)c2c1nc(NCCN)n2CCOc1ccccc1
13%	0%	-4%	2	6%	-0.7	2%	12%	CCOc1ccc(C2CC(=O)NC2=O)cc1 (configuration not stated)
-7%	2%	-6%	0	9%	-0.9	3%	7%	Cc1ccccc1N1C(=O)C(Cc2ccc(F)cc2)S/C1=C(\C#N)C(N)=O (configuration not stated)
5%	1%	9%	-4	-4%	0.9	-27%	9%	CCSc1ncc(/C=N/Nc2ccc([N+](=O)[O-])cc2)n1C
-3%	0%	-14%	-17	-1%	0.4	-4%	-5%	O=C(N/N=C/c1ccsc1)c1ccccn1
1%	-16%	-3%	1	-2%	-0.9	-2%	12%	NC(=O)c1nn(-c2ccccc2)nc1N
0%	-5%	5.3µM*	0	-3%	-55*	?	-14%	O=C(Nc1ccccc1)C1=C(c2ccccc2)S(=O)(=O)CCS1(=O)=O
-27%	-8%	-14%	-2	5%	0.3	-6%	-10%	CC(C)CC1Nc2ncnc(N3CCN(c4ccccc4)CC3)c2N(Cc2ccc(Br)cc2)C1=O (configuration not stated)
5%	2%	-4%	6	-4%	0.5	3%	5%	COc1cc(OC)c(NC(=O)CS(=O)(=O)Cc2nc(-c3ccc(C)cc3)oc2C)cc1Cl

3 entries out of the list, arranged by formula weight, descending.
EPAC2 antagonist	Mm-Cpn inhibitor	PLK1 PBD inh	PI5P4K alpha inh	EPAC1 ag	CCT modulator	WRN helicase inh	EPAC1 antagonist	mol
-1%	-2%	1%	-2	-4%	2.6	-9%[57.1 µM]	6%	OCCC1CN(Cc2cc3c(cc2Cl)OCO3)CCN1C1CCCCC1 (configuration not stated)
0%	-5%	5.3µM*	0	-3%	-55*	?	-14%	O=C(Nc1ccccc1)C1=C(c2ccccc2)S(=O)(=O)CCS1(=O)=O
1%	-16%	-3%	1	-2%	-0.9	-2%	12%	NC(=O)c1nn(-c2ccccc2)nc1N

(listing goes on)
EPAC2 antagonist	Mm-Cpn inhibitor	PLK1 PBD inh	PI5P4K alpha inh	EPAC1 ag	CCT modulator	WRN helicase inh	EPAC1 antagonist	mol
-8%	-1%	2%	-2	-3%	1.5	-2%	-2%	CCN(Cc1nc2ccccc2c(=O)[nH]1)C(=O)CN1C(=O)NC2(CCCCC2C)C1=O (configuration not stated)
8%	-2%	34µM*	-4	-4%	1.5	12%	2%	CCOc1cc(C2C3=C(CC(C)(C)CC3=O)OC3=C2C(=O)CC(C)(C)C3)cc([N+](=O)[O-])c1O
-5%	-23%	-6%	-1	-10%	-9.1	3%	-5%	Cc1cc2cc(CNC(=O)NC3CCCCC3)ccc2n1C
-16%	-1%	-13%	5	3%	1.0	-10%	-12%	O=C(c1ccccc1)c1cncc(Br)c1
3%	3%	4%	1	-7%	0.2	-6%	10%	CC(C)Sc1nc2ccc(Br)cc2[nH]1
72%[activator]	-1%	24µM*	/	63µM*	-1.3	-22%	59%[activator]	COc1ccc2ccccc2c1C(O)c1nccn1C (configuration not stated)
-2%	2%	-16%	-4	3%	0.7	9%	-28%	COCCCn1c(=O)c2sccc2n2c(CCCC(=O)NCc3ccc(F)cc3)nnc12
-13%	1%	0%	14	9%	1.8	-4%	-11%	O=C(CN1CCN(c2ccc(F)cc2)CC1)Nc1ccccc1Br
3%	3%	-7%	/	-4%	-0.3	1%	12%	CC(=O)N1CCC(N(C(=O)Nc2ccc(C)c(C)c2)C2CCCC2)CC1
-2%	2%	7%	-13	3%	0.7	2%	-14%	Cc1cc(N/N=C/c2ccccc2)nc(NCc2ccccc2)n1
-10%	1%	-15%	3	0%	0.4	2%	0%	Cc1c(Cl)cccc1NC(=O)CSC(C)c1nc2ccccc2c(=O)[nH]1 (configuration not stated)
-1%	-2%	-2%	/	-2%	-1.6	0%	12%	Cc1cc(OCCCn2ccnc2)cc(C)c1Cl

New compounds follow.
EPAC2 antagonist	Mm-Cpn inhibitor	PLK1 PBD inh	PI5P4K alpha inh	EPAC1 ag	CCT modulator	WRN helicase inh	EPAC1 antagonist	mol
5%	0%	-2%	0	4%	-4.4	-4%	3%	CCN(CC)S(=O)(=O)c1cccc(-c2nnc(SCC(=O)c3cc(C)n(C)c3C)o2)c1
-1%	-4%	-2%	2	4%	1.2	-8%	-19%	O=C(/C(=C\c1ccccc1)c1nc2ccccc2[nH]1)c1ccc(Cl)cc1
0%	1%	-4%	-2	0%	-1.6	5%	-15%	CCOC(=O)N1CCN(C(=O)Cn2c(=O)sc3ccccc32)CC1
2%	-2%	3%	0	-9%	0.7	-9%	-1%	CCCCn1c(N)c(N(CC(C)C)C(=O)c2ccc(S(=O)(=O)N3CCC(C)CC3)cc2)c(=O)[nH]c1=O
2%	0%	-4%	/	2%	0.7	-5%[57.1 µM]	2%	CN(CC(=O)Nc1nccs1)S(=O)(=O)c1ccc(F)cc1
8%	0%	5%	0	-5%	1.6	7%	-13%	Cc1ccc(C(=O)NCC(=O)N2CCCCCCC2)cc1C
-1%	-6%	-9%	0	-1%	-6.5	8%	2%	CC(=O)c1ccc(OCC(O)CN(C)Cc2cccs2)cc1 (configuration not stated)
5%	-2%	-12%	-4	-5%	-1.7	-8%	9%	Cc1cc(C)c2c(N)c(S(=O)(=O)Cc3ccccc3)sc2n1
-16%	2%	-14%	6	7%	0.8	-2%	-11%	COc1ccccc1NS(=O)(=O)c1ccc(C(=O)NCCCN2CCOCC2)cc1
-4%	-1%	-3%	-8	3%	1.0	-7%	-8%	COC(=O)c1ccccc1NC(=O)c1cc2n(n1)C(C(F)F)CC(C(F)F)N2 (configuration not stated)
-2%	2%	24µM*	-18	2%	-63*	-6%	8%	c1cn2cc(-c3ccc4c(c3)OCO4)nc2s1
-2%	/	-9%	3	-11%	-0.2	6%	3%	COCCn1c(CN2CCN(c3ccccc3)CC2)nc2c1c(=O)n(C)c(=O)n2C

Next section.
EPAC2 antagonist	Mm-Cpn inhibitor	PLK1 PBD inh	PI5P4K alpha inh	EPAC1 ag	CCT modulator	WRN helicase inh	EPAC1 antagonist	mol
10%	2%	-29%	-18	1%	-0.6	3%	-18%	CCCn1c(N)c(C(=O)CSc2nnc(N)s2)c(=O)[nH]c1=O
-2%	2%	-12%	-1	-1%	-2.1	4%	-17%	O=C(NCCc1ccccn1)C1CCN(S(=O)(=O)c2ccc3ccccc3c2)CC1
-2%	1%	-22%	0	7%	-0.1	0%	-8%	COc1ccc(C2=NOC(C(=O)NCCCn3ccnc3)C2)cc1 (configuration not stated)
1%	0%	-15%	-6	10%	-1.5	18%	-15%	COc1ccc(C(=O)CSc2nnc(CNc3ccc(F)cc3)o2)cc1
11%	4%	0%	1	11%	1.1	-30%	10%	CN(C)CCn1cnc2c1c(=O)n(C)c(=O)n2C
7%	1%	-2%	/	4%	-0.2	6%	0%	CCn1c(Cc2ccccc2)nnc1SCC(=O)Nc1nc(C)cs1
-11%	-2%	-4%	3	0%	-0.5	-7%	-8%	COc1ccc(C(=O)N/C(=C/c2cccs2)c2nc3ccccc3[nH]2)cc1OC
-2%	0%	-7%	-2	9%	1.8	0%	7%	O=C(c1cc(S(=O)(=O)N2CCOCC2)c(Cl)cc1Cl)N1CCCCC1CO (configuration not stated)
-14%	2%	-6%	/	11%	-2.6	-5%	-20%	COc1ccccc1N1CCN(CC(=O)Nc2ccc(Cl)c(C(F)(F)F)c2)CC1
12%	-5%	-5%	-4	3%	-0.3	1%	19%	Cc1ccc(N(CC(=O)NC2CCCCC2)C(=O)CCC(=O)Nc2nccs2)cc1
5%[57.1 µM]	-6%	-3%	-2	0%	-1.3	1%	1%	O=C1CNC(=O)N1CC(O)Cn1c2ccccc2c2ccccc21 (configuration not stated)
-17%[57.1 µM]	-1%	-5%	-2	-3%	0.6	6%	18%	Cc1ccc(C)c2[nH]c(=O)c(CN(CCN3CCCC3)C(=O)Nc3ccc(F)cc3)cc12

Other records follow.
EPAC2 antagonist	Mm-Cpn inhibitor	PLK1 PBD inh	PI5P4K alpha inh	EPAC1 ag	CCT modulator	WRN helicase inh	EPAC1 antagonist	mol
0%	-1%	-2%	-1	-3%	-1.4	0%	2%	O=C1Nc2cc(Cl)ccc2C1(N1CCNCC1)C(F)(F)F (configuration not stated)
7%	3%	5%	0	6%	0.0	1%	22%	CCN(CC)S(=O)(=O)c1ccc(C(=O)Nc2cc(C)on2)cc1
-11%	/	6%	-1	-1%	2.1	-3%	-7%	COc1ccc(C(=O)C2CCCN(C(=O)c3csc(SC)n3)C2)cc1F (configuration not stated)
-1%	-1%	-5%	/	-4%	-2.0	1%	12%	Cc1c(C#N)c2ncnc(-c3ccccc3)c2n1-c1ccccc1
12%	0%	1%	0	-4%	2.8	-6%	17%	CCOCCOCCC(C(=O)O)P(=O)(c1ccccc1)c1ccccc1 (configuration not stated)
-1%	0%	-2%	4	0%	-0.5	-8%	11%	COc1ccccc1CN1CCCC(CN(CCN(C)C)C(=O)C2CCCC2)C1 (configuration not stated)
-3%	?	0%	/	9%	-1.5	-10%	2%	CC(C)NC(=O)C1CCN(C(=O)N(C)C)CC1
0%	-5%	-11%	-1	9%	-1.3	-7%	2%	COc1ccc(/C=C2\SC(=O)N(CCNC(=O)Cc3coc4cc(C)ccc34)C2=O)cc1OC
-10%	?	-1%	-1	0%	-0.2	-1%[57.1 µM]	-18%	Cn1c2ccccc2c2nnc(SCC(=O)NC3CC3)nc21
-1%	1%	-12%	1	2%	-0.9	-6%	0%	CC(=O)c1c(N2CCN(C)CC2)[nH]c(-c2ccccc2)nc1=S
-27%	-3%	-12%	-25	3%	0.3	-24%	-19%	COc1ccccc1NC(=S)N(CCN1CCCCCC1)Cc1cccs1

Some of the compounds tested; rates above refer to the full screens.
